# High-throughput results from PubChem.
# SENP7 block = inhibitors of human SENP7 protease. inhibition, % at 5 µM. Q9BQF6. AID 434973. actives 1.5% (n = 330,000). recombinant SENP7, Z-RLRGG-aminoluciferin luminescence, 40 min;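 active = inhibition above about 50% at the single test dose, limit read from the data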;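 note: plate controls were DMSO with enzyme for no effect and no enzyme buffer wells for full effect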
# SENP1 inh = SENP1 (human) catalytic domain inhibition; inhibition, % at 10 µM; Q9P0U3; actives 0.21% (n = 360,000); recombinant SENP1 catalytic domain, CyPet-SUMO1-YPet FRET cleavage; AID 624204;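 active = inhibition at least 30% at 10 µM, raw YFP signal under a set limit, fluorescence ratio 0.5 to 1.5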;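 note: 0% = enzyme with DMSO and 100% = no enzyme wells; some results filed as inactive read as strong as hits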
#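 Test system: hSENP1 catalytic domain, recombinant; Amount: 20 pM final SENP1 enzyme; Medium: Tris pH 8 buffer plus EDTA, NaCl, BME, BSA, NP40, catalase; Schedule: 50 min enzyme reaction, room temperature, light-protected; Technique: FRET fluorescence in CFP and YFP emission channels; Controls: no-enzyme wells low, DMSO-plus-enzyme wells high control.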
# PfGluPho inh = PfG6PD (Plasmodium falciparum) enzyme inhibition. PfGluPho enzyme, NADPH resazurin-diaphorase fluorescence. inhibition, % at 20 µM. actives 0.78% (n = 350,000). AID 504690;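 active = inhibition reaching at least a set limit at 20 µM in the primary screen, cut at about 59% in these data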;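 note: 0% = DMSO wells with substrate and 100% = DMSO wells lacking glucose-6-phosphate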
# SENP8 block-1 = SENP8 (human) protease inhibition; AID 602440; Q96LD8; actives 0.64% (n = 360,000); recombinant SENP8, Nedd8 substrate fluorescence; inhibition, % at 20 µM; in the data active = inhibition mostly above about 40%, no sharp cut-off; inactive = mostly below about 27%
# SENP6 inh = inhibitors of human SENP6 protease | AID 2599 | actives 1.8% (n = 330,000) | Recombinant SENP6 catalytic domain, aminoluciferin luminescence | inhibition, % at 10 µM | Q9GZR1;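 active = inhibition above about 50% at the single tested dose, limit read from the data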;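 note: plate controls were DMSO wells with enzyme for no effect and DMSO wells lacking enzyme for full effect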
# SENP8 block-2 = inhibitors of human SENP8 protease | Q96LD8 | purified SENP8, Z-RLRGG-aminoluciferin cleavage, luminescence | inhibition, % at 10 µM | actives 1.2% (n = 330,000) | AID 2540; in the data active = inhibition above about 50%
# UBC13 polyUb = blocks human UBC13 polyubiquitin chain formation; P61088; TR-FRET; inhibition, % at 20 µM; actives 0.47% (n = 330,000); AID 485273; in the data active = inhibition above about 45%, passing the limit was not always enough; inconclusive = no clear call, values can overlap the other calls
# Target sequence (P61088 whole entry, looked up): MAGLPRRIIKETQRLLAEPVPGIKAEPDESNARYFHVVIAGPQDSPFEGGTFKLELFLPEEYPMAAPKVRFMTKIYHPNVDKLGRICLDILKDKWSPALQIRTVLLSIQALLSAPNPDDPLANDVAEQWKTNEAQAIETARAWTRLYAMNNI
# beta cell repl = inducers of beta-cell replication in MIN6 cells | actives 0.29% (n = 330,000) | MIN6 cells proliferation, ATPlite luminescence, 48 h; cells starved in 0.2% serum; 100% = growth in 10% serum | AID 2380 | proliferation, % at 10 µM;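 active = compounds whose signal lies at least 3.5 SD above the mean of all wells on their plate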;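 note: 0% = DMSO-treated cells in low-serum medium and 100% = 10% serum control; some compounds called inactive have numbers as strong as hits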
# HKDC1 inh = inhibitors of human hexokinase HKDC1. Q2TB90. recombinant HKDC1, G6PDH/diaphorase resazurin coupled fluorescence. inhibition, % at 20 µM. actives 0.16% (n = 340,000). AID 493160;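 active = inhibition above about 35% when tested at 20 µM, limit read from the data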;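 note: plate controls were DMSO wells with enzyme for no effect and DMSO wells lacking enzyme for full effect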
# Target sequence (Q2TB90 whole entry, looked up): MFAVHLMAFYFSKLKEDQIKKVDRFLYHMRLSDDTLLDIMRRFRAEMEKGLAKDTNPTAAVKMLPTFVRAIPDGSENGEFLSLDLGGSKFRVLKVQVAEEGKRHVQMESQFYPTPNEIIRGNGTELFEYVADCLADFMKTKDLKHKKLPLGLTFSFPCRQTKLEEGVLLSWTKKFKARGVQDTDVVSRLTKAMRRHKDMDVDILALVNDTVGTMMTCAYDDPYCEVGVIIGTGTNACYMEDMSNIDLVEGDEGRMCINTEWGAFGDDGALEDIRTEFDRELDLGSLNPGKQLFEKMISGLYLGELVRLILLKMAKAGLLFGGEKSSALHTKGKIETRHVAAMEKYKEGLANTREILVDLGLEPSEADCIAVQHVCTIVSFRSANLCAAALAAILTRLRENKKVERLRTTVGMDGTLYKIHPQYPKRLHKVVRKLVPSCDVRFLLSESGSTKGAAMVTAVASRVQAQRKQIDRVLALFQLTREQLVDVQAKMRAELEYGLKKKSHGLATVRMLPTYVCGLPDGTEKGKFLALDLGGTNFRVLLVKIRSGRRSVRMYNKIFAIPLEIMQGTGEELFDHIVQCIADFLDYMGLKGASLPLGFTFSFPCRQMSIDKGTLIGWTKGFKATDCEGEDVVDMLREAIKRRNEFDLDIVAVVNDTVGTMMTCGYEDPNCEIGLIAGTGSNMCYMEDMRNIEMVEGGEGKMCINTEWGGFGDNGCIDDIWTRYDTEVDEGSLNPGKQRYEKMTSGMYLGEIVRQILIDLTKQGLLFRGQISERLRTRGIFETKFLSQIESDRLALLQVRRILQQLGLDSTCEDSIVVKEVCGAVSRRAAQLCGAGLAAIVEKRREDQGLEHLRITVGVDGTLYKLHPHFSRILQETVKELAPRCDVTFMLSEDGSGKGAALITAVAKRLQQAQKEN
#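 Material – in-house recombinant HK5 (HKDC1) enzyme · Quantity – HKDC1 at 5 µg/mL · Buffer or medium – pH 8.0 Tris buffer with 10 mM MgCl2 · Reagent – glucose with 1 mM ATP · Dosing – single 20 µM dose · Times – reaction time 90 min, room temperature, protected from light · Technique – resorufin fluorescence at 613 nm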
# The depositor's hits bear a star; u = inconclusive; x = no result given.
# Order of results: SENP8 block-2	SENP7 block	UBC13 polyUb	SENP8 block-1	SENP1 inh	HKDC1 inh	PfGluPho inh	beta cell repl	SENP6 inh
CSc1ccccc1NC(=O)CN1CCCCC1
    1.9	-1.1	-0.7	5.1	0.6	-3.2	-24.2	-3.0	-18.5
COc1cc(/C=c2/sc3nc(-c4ccccc4)c(-c4ccccc4)n3c2=O)cc(OC)c1OC
    4.3	4.9	-21.7	-13.1	8.0	2.3	5.4	-0.4	-0.2
COc1ccccc1NC(CC(=O)c1ccccc1)C(=O)OCC(=O)c1ccc(Br)cc1 (stereo not given)
    -8.5	-3.1	-18.7	14.1	-0.2	-12.8	8.2	0.0	2.6
Cc1ccc(/C(O)=C/C(=O)C(=O)NNC(=O)C(O)(c2ccccc2)c2ccccc2)cc1
    -1.3	-0.7	-6.7	0.4	19.3	-5.8	-31.9	-4.5	1.6
CCN(CC(=O)NCc1ccc(F)cc1)CC(O)COCc1cccc(OC)c1 (stereo not given)
    0.0	-9.3	11.7	1.5	-1.5	-2.5	-3.4	-0.2	-1.7
CSc1nccc(Oc2cncc(Cl)c2)n1
    -10.2	4.7	-3.1	1.1	-15.3	-0.4	-4.8	-1.9	0.5
Cc1nc(CN2CCC(c3ccccc3)CC2)cc(=O)[nH]1
    4.6	-3.1	-2.5	9.3	2.1	17.2	-22.1	-3.1	7.7
COc1ccccc1NC(=O)c1c([N+](=O)[O-])cnn1C
    3.6	-1.2	-1.4	9.4	2.4	-6.6	-4.0	-2.0	13.1
O=C(CNC(=O)c1ccc(Br)cc1)NC1=NCCS1
    -13.7	-11.0	-2.7	4.3	2.1	-6.7	-9.7	-0.7	17.2
COc1cc(/C=C/C(=O)NC2CCCCC2)cc(OC)c1OC
    -9.2	-1.4	2.9	-73.6	0.0	0.6	-18.7	-3.9	-12.5
CC(Oc1cccc(Cl)c1)C(=O)Nc1ccc(N2CCOCC2)cc1N1CCOCC1 (stereo not given)
    0.4	-3.2	-0.7	4.0	2.5	-0.9	33.4	4.8	-5.1
CCc1ccc(S(=O)(=O)Nc2c(C)nn(C)c2C)cc1
    1.0	4.0	-2.4	-5.5	0.5	-10.1	-16.0	-1.8	5.9
c1ccc(-c2nn[nH]n2)nc1
    -0.7	-7.4	-1.1	0.2	-0.5	-2.6	-5.2	-2.7	1.4
O=C(O)/C=C\C(=O)Nc1ccc(OCc2ccccc2)cc1
    -8.0	6.8	8.5	9.5	3.5	0.6	-24.5	0.8	0.3
O=C(NCC(=O)N(c1ccc(F)cc1)C(C(=O)NCC1CCCO1)c1ccccc1)c1ccco1 (stereo not given)
    -9.5	3.4	5.7	2.6	3.1	-3.2	-6.0	3.7	-3.2
COc1ccc(OCC(=O)N/N=C/c2ccc(N(C)C)cc2)cc1
    8.0	7.7	5.7	-384.1	1.0	-5.5	-9.1	-0.5	10.6
COc1ccc(-c2c(-c3ccc(S(C)(=O)=O)cc3)sc3ccc(OC)cc23)cc1
    3.3	-4.3	u	-478.5	0.1	1.5	4.9	-4.9	1.8
Cn1c(=O)n(/N=C/c2ccccc2)c2ccccc21
    -13.8	5.9	11.4	25.0	3.0	-6.0	-10.0	0.0	3.0
CNc1c(NS(=O)(=O)c2ccc(Cl)s2)c(=O)oc2ccccc12
    -5.4	-5.6	-4.5	-1.2	2.6	-4.0	-6.5	2.0	17.2
COc1cccc(CNC(=O)CN(c2ccc(C(C)C)cc2)S(=O)(=O)c2c(C)noc2C)c1
    -14.9	-16.1	-1.5	16.7	-1.4	1.4	7.3	-3.1	-8.1
COc1ccc(CN(CCC(c2ccccc2)c2ccc(OC(C)C)cc2)C(=O)CCl)cc1OC (stereo not given)
    1.7	-3.2	0.2	4.1	1.1	28.7	20.7	-2.8	17.8
C[C@H](NC(N)=O)C(=O)OCC(=O)Nc1ccc(OC(F)F)cc1
    -0.4	-3.1	5.3	15.9	1.4	-11.9	2.0	-1.8	-1.1
O=C(O)c1c(NC(=O)c2cccc3ccccc23)sc2c1CCC2
    17.7	0.4	-0.9	10.0	1.9	11.4	9.5	-0.6	35.4
COc1ccc(N2CCN(Cc3nc4c(c(=O)[nH]c(=O)n4C)n3CC(C)=O)CC2)cc1
    -5.0	2.8	-1.1	15.5	1.4	11.1	2.6	0.8	-9.3
O=CNc1c(Cl)cc2c(c1Cl)Cc1cc([N+](=O)[O-])ccc1-2
    x	x	x	4.1	29.7	1.9	-0.3	x	x
Cc1cccc(NS(=O)(=O)c2cc(C(=O)N3CCCCCC3)ccc2C)c1
    3.5	-3.6	-3.2	8.1	1.9	-1.9	-3.5	-1.4	8.6
O=C(O)COCC(=O)N1CCc2c([nH]c3ccccc23)C1C(F)(F)F (stereo not given)
    4.2	-2.8	1.0	10.9	0.8	-2.5	7.1	4.2	-16.4
Cc1ccc2c(CSc3nc4nc(C)cc(C)n4n3)cc(=O)oc2c1
    -6.6	-0.9	-0.3	5.9	-0.2	5.3	-5.7	7.5	-11.0
Cc1nc2ccccc2n1CCOc1ccccc1
    -4.1	3.5	-8.0	13.3	0.5	2.1	-20.1	-1.4	2.4
C=CCOC(=O)C1=C[C@@H](C2CCCCC2)C[C@@H](OCc2ccc(CO)cc2)O1
    -8.5	0.4	-6.6	13.0	2.9	-3.2	12.8	-2.5	-8.5
Cc1cccc(C)c1Nc1nnc(SCc2cc([N+](=O)[O-])cc3c2OCOC3)s1
    -8.2	-6.0	-15.9	11.5	-0.2	13.3	-8.1	-6.0	-7.7
COc1ccc(CNC(=O)C2CCC(CNc3nc(=S)[nH]c4ccccc34)CC2)cc1 (stereo not given)
    -4.6	-13.9	-6.1	x	x	x	x	-1.4	-7.0
CCOc1ccccc1N(C)C(=O)c1cn(CC)c(=O)c2cc(OC)c(OC)cc12
    -1.4	-5.9	-1.2	6.2	0.3	-4.1	-9.9	3.9	-2.7
O=C(NCCCN1CCCC1=O)c1ccc2c(=O)n(-c3ccc(F)cc3)c(=S)[nH]c2c1
    4.0	4.3	7.4	x	x	x	x	-1.2	-7.6
CN1CCN(C(=O)CCc2nc(-c3ccc(Cl)cc3)no2)CC1
    7.0	1.2	-0.3	8.9	2.6	-6.4	-4.7	0.2	-4.4
O=C(/C=C/c1ccccc1)NCc1ccc2c(c1)OCO2
    -9.1	-1.6	10.6	14.5	1.6	-9.9	-3.6	-2.3	-25.9
CCOC(=O)C1=C(Cc2ccc(F)cc2)C(=O)c2ccccc2C1=O
    8.0	6.4	-37.7	-240.2	-25.9	72.7*	97.9*	-5.6	-11.4
CCOc1ccc(N(CC(=O)NCc2cccs2)S(=O)(=O)c2c(C)noc2C)cc1
    2.4	-13.2	3.3	2.5	4.5	-2.7	-7.1	0.4	-4.5
O=C(CN1CCN(Cc2ccccc2Cl)C1=O)NC1CCCCCCC1
    -2.0	3.7	5.9	29.7	1.8	-2.8	1.9	-3.0	4.0
NC(=O)C1CCN(C(=O)c2cc3n(n2)C(C(F)(F)F)CC(c2ccco2)N3)CC1 (stereo not given)
    17.9	8.0	-3.1	18.4	-10.7	-6.5	-2.1	-0.8	-8.4

# Filtered by structure: those above containing a COOH group.
# Order of results: SENP8 block-2	SENP7 block	UBC13 polyUb	SENP8 block-1	SENP1 inh	HKDC1 inh	PfGluPho inh	beta cell repl	SENP6 inh
O=C(O)/C=C\C(=O)Nc1ccc(OCc2ccccc2)cc1
    -8.0	6.8	8.5	9.5	3.5	0.6	-24.5	0.8	0.3
O=C(O)c1c(NC(=O)c2cccc3ccccc23)sc2c1CCC2
    17.7	0.4	-0.9	10.0	1.9	11.4	9.5	-0.6	35.4
O=C(O)COCC(=O)N1CCc2c([nH]c3ccccc23)C1C(F)(F)F (stereo not given)
    4.2	-2.8	1.0	10.9	0.8	-2.5	7.1	4.2	-16.4

# New compounds follow.
# Order of results: SENP8 block-2	SENP7 block	UBC13 polyUb	SENP8 block-1	SENP1 inh	HKDC1 inh	PfGluPho inh	beta cell repl	SENP6 inh
NS(=O)(=O)c1cc(C(=O)N=Nc2c(O)[nH]c3ccccc23)ccc1Cl
    -1.6	1.0	-26.5	36.8	4.4	0.1	34.3	-0.7	-8.0
CCOC(=O)c1c(NC(=O)c2cc3n(n2)C(C(F)(F)F)CC(c2cccs2)N3)sc(C)c1C (stereo not given)
    8.1	3.2	8.5	-258.4	6.6	-6.4	-15.1	0.0	18.2
Cc1nn(CC(=O)c2ccc(Cl)cc2Cl)c(C)[n+]1N
    -7.9	-9.6	-3.2	5.3	0.5	-5.8	7.6	0.0	-8.3
Cc1cccc(C(=O)Nc2sc(-c3ccccc3)cc2C(=O)O)c1
    65.2*	0.3	-6.1	-431.8	-9.5	5.9	4.7	-4.2	85.4*
CCCc1[nH]nc2c1C(c1ccc(OC(=O)c3ccco3)cc1)C(C#N)=C(N)O2 (stereo not given)
    3.0	-4.7	8.9	-7.8	-4.7	-0.4	-15.5	-2.0	2.0
COc1cc2c(cc1OC)C(C(=O)N1CCCC1)C(c1ccccc1F)N(C)C2=O (stereo not given)
    -6.4	-5.5	-10.8	13.9	2.9	-4.2	-1.5	-2.1	-17.5
CCn1cc(CN2CCN(Cc3ccc(OC)c(C)c3C)C(CCO)C2)c(C)n1 (stereo not given)
    -1.1	11.1	-6.3	4.7	1.1	-11.9	-9.1	-3.1	-11.9
CN(C)c1ccc(/C=C/C#N)cc1
    -5.1	4.3	-2.2	-341.8	-24.8	0.9	-4.6	-1.2	-11.3
CCCN(CC(=O)Nc1ccc(F)c(F)c1F)C(=O)CCc1nc2ccccc2c(=O)[nH]1
    -6.4	7.7	1.2	-5.9	-1.5	1.1	-15.7	2.9	-1.9
CCNC(=S)N1CCC(n2cnc3ccccc32)CC1
    -10.1	-5.9	-1.4	15.8	2.6	-3.6	-7.8	0.6	-12.6
C=CCOc1c(CNn2nnnc2N)cccc1OC
    2.4	1.8	-0.5	13.9	-0.6	-2.9	-2.1	1.5	-6.9
Cn1c(=O)c(C=Nc2ccccc2)c(O)c2ccccc21
    -25.2	-13.0	43.5	x	x	x	x	0.2	5.2
O=C(C1CCC(Cn2c(=S)[nH]c3ccccc3c2=O)CC1)N1CCN(c2ccccc2)CC1 (stereo not given)
    2.2	-3.5	7.8	1.1	1.4	7.5	18.3	-4.3	-5.5
CCC(C)(C)n1nnnc1C(c1cccnc1)N1CCCC(C)C1 (stereo not given)
    -4.9	3.7	-3.2	14.0	1.7	-9.2	11.6	-0.1	7.4
COc1ccc(OC)c(NC(=O)COC(=O)Cc2ccc(-c3ccccc3)cc2)c1
    -10.4	-6.9	-8.4	-0.8	-0.8	-2.3	4.2	-2.0	-28.1

# Arranged by value in UBC13 polyUb (lowest first): three of the compounds above.
Structure,UBC13 polyUb
COc1cc2c(cc1OC)C(C(=O)N1CCCC1)C(c1ccccc1F)N(C)C2=O (stereo not given),-10.8
COc1ccc(OC)c(NC(=O)COC(=O)Cc2ccc(-c3ccccc3)cc2)c1,-8.4
CN(C)c1ccc(/C=C/C#N)cc1,-2.2
